Assay outcomes deposited in PubChem BioAssay by several laboratories.
Dynein transport: dynein cargo transport inhibition | 3617.4 mouse cells, GR-EGFP nuclear translocation imaging; test concentration mostly 20 µM; stimulated with dexamethasone, 1 µM; active compounds read low | z-score, hits read low | actives 0.47% (n = 220,000) | AID 1381;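 active = plate z-score of nuclear minus cytoplasmic receptor signal below a set negative limit, without overly bright fluorescence or cell loss, cut at about -3.5 in these data, passing the limit was not always enough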;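 also: z-score of nuclear minus cytoplasmic ring GR-EGFP intensity difference per well; some compounds called inactive have numbers as strong as hits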
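medium = tetracycline-free induction medium containing charcoal-stripped FBS | also added = 1.0 µM final dexamethasone stimulus | schedule = 48 h induction, 1 h compound, 30 min dex at 37 °C | technique = fixed, Hoechst-stained cells imaged at 10x for EGFP | measure = GR-EGFP nuclear translocation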
AID2073: inhibitors of Mint1-CaV2.2 protein interaction, biochemical, HTRF (AID 2073); HTRF protein-protein interaction, Mint1-CaV2.2; higher % means a stronger effect; inhibition, % at 20 µM, or IC50 in µM where a hit was titrated; actives 0.19% (n = 290,000); in the data active = inhibition mostly above about 51%, no sharp cut-off; also: some results filed as inactive read as strong as hits
LYP phosphatase: PTPN22 lymphoid phosphatase activity blockers – biochemical, fluorescence intensity, uHTS (AID 1779) | recombinant LYP phosphatase, fluorescence intensity; higher % means a stronger effect | inhibition, % at 11.5 µM, or IC50 in µM where a hit was titrated | actives 0.054% (n = 290,000);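 also: plate controls were vehicle with enzyme for no effect and no enzyme for full effect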
human PMI inhibition: inhibitors of human PMI, primary screen, biochemical, fluorescence intensity, coupled assay (AID 1209); purified PMI enzyme, coupled fluorescence intensity; higher % means a stronger effect; inhibition, % at 20 µM, or IC50 in µM where a hit was titrated; actives 0.42% (n = 190,000);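 also: plate controls were DMSO vehicle for no effect and wells lacking substrate for full effect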
M17LAP inhibition: P. falciparum M17LAP inhibitors, primary screen, biochemical, fluorogenic H-Leu-NHMec substrate, 1536-well (AID 1619). recombinant M17LAP, H-Leu-NHMec fluorogenic kinetic assay; higher % means a stronger effect. one-dose inhibition, % at 30 µM; IC50 in µM for titrated hits. actives 0.38% (n = 220,000);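 active = compound inhibiting the enzyme by more than half at any dose during confirmatory dose-response retesting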;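 also: plate controls were full reaction with DMSO carrier for no effect and no enzyme background for full effect; strong numbers were not always called active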
M1AAP inhibition: P. falciparum M1AAP inhibitors, biochemical, fluorogenic H-Leu-NHMec substrate, 1536-well (AID 1445); recombinant M1AAP, H-Leu-NHMec fluorogenic kinetic assay; higher % means a stronger effect; inhibition, % at 30 µM; hits with a dose series show IC50 in µM; actives 0.42% (n = 220,000);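 active = primary inhibition above the hit cutoff, then over 50% inhibition at one or more dose response concentrations, cut at about 23% in these data, passing the limit was not always enough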;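 also: plate controls were DMSO full reaction for no effect and no enzyme background for full effect; strong numbers were not always called active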
XIAP displacement: XIAP antagonists, biochemical, IAP family, fluorescence polarization (AID 1018); XIAP BIR domain, fluorescence polarization peptide displacement; higher % means a stronger effect; one-dose displacement, % at 20 µM; IC50 in µM for titrated hits; actives 0.007% (n = 200,000); in the data active = displacement above about 50%; also: a part of the inactive calls stands beside numbers as strong as those of hits
human PMI inhibitors: human PMI inhibitors, high substrate, primary screen, biochemical, fluorescence intensity, high mannose 6-phosphate (AID 1220) | recombinant PMI enzyme, coupled fluorescence intensity; higher % means a stronger effect | inhibition, % at 20 µM, or IC50 in µM where a hit was titrated | actives 0.66% (n = 190,000)
Siah-1 displacement: Siah-1 peptide-binding antagonists, primary screen, biochemical, fluorescence polarization, rhodamine-plectin, uHTS (AID 1817); Siah-1 / rhodamine-plectin peptide fluorescence polarization; higher % means a stronger effect; displacement, % at 20 µM; hits with a dose series show IC50 in µM; actives 0.02% (n = 290,000);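 active = displacement of at least 50% at 20 µM, with a fluorescence ratio check between 0.3 and a set limit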;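 also: plate controls were Siah plus tracer with DMSO for no effect and tracer alone without Siah for full effect; strong numbers were not always called active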
Dynein transport cytoplasmic EGFP: second read-out of Dynein transport, no call of its own (marks repeat the call); z-score; measured here: cytoplasmic GR-EGFP intensity; active compounds read high
Dynein transport nuclear GR-EGFP: recorded beside Dynein transport, whose call it bears; z-score; measured here: nuclear GR-EGFP intensity;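 lower value marks the stronger effect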
Dynein transport cell count: second read-out of Dynein transport, no call of its own (marks repeat the call); z-score; measured here: cell count per field
Active calls of the source: *; . = not tested or not shown. Rule as the data show it, unless noted: active = inhibition above about 50%; inactive = the rest.

The line under a structure holds: Dynein transport | Dynein transport cytoplasmic EGFP | Dynein transport nuclear GR-EGFP | Dynein transport cell count | AID2073 | LYP phosphatase | human PMI inhibition | M17LAP inhibition | M1AAP inhibition | XIAP displacement | human PMI inhibitors | Siah-1 displacement
> CCOc1ccc(C(=O)NCC(=O)OC(C)C(=O)NCc2ccco2)cc1OCC (stereo unspecified)
  -0.013 | -0.21 | 0.27 | -0.49 | 14% | 1% | 1% | 10% | 0% | -0.8% | 10% | 4%
> CCOCCCn1c(=NC(=O)c2ccco2)c(C(=O)OCC)cc2c(=O)n3cccc(C)c3nc21
  -1.4 | -0.23 | -0.1 | 0.12 | 31% | -38% | . | -78% | 13% | . | . | 16%
> CCc1ccc(C(=O)COC(=O)c2cccs2)cc1
  1.4 | -0.24 | 0.72 | -0.32 | -5% | -5% | 11% | 4% | 6% | -7.0% | 6% | -1%
> CCCCN(C)C(=O)CCCc1c[nH]c2ccccc12
  0.04 | 2 | 0.81 | 0.54 | 8% | -4% | 6% | 7% | -1% | 0.4% | -3% | 3%
> O=C(CNC(=O)/C=C/c1ccccc1)N=Nc1c(O)n(Cc2ccccc2)c2ccccc12
  -0.29 | -0.25 | -0.18 | 0.16 | 3% | -3% | 10% | -7% | 6% | -0.3% | 0% | -3%
> Cc1ccc(Cl)c(OCC(=O)Nc2ccc3c(c2)OCCO3)c1
  -0.054 | -0.15 | -0.13 | 0.049 | 6% | 0% | 9% | -17% | 2% | -2.5% | 8% | -1%
> Cc1c(C)[n+](=O)c2c(n1[O-])CCCCC2
  0.84 | -0.28 | -0.38 | 1.3 | -2% | 2% | 4% | 3% | -4% | -5.5% | 8% | 1%
> COC(=O)C1=NN(c2ccccc2OC)C2C(=O)N(c3ccccc3OC)C(=O)C12 (stereo unspecified)
  -0.56 | -0.25 | -0.32 | 0.72 | 2% | -7% | 13% | 2% | 4% | -4.4% | -1% | 2%
> COc1cc(S(=O)(=O)n2cnc(C)c2)ccc1Cl
  -0.35 | -0.087 | -0.3 | 0.8 | 2% | -3% | -1% | -12% | 1% | -6.3% | -5% | 2%
> COc1cccc2c1OC1(CCN(C(C)C)CC1)N1N=C(c3cccnc3)CC21 (stereo unspecified)
  -1.5 | -0.19 | -0.75 | 1.4 | 1% | -12% | . | -1% | 6% | . | . | -6%
> COc1ccc(NC2C=CS(=O)(=O)C2)cc1 (stereo unspecified)
  -1.3 | 0.21 | -0.39 | -0.24 | -2% | -1% | 9% | 15% | 14% | -5.6% | 5% | 5%
> Cc1ccc(OCC(=O)N2CCN(S(=O)(=O)c3ccccc3[N+](=O)[O-])CC2)cc1
  0.88 | -0.28 | 0.89 | -0.41 | 2% | -2% | 9% | 9% | 10% | -4.6% | 14% | 7%
> CCn1c(=O)c(-c2nc3ccccc3[nH]2)c(O)c2ccccc21
  0.3 | -0.28 | 0.18 | 0.22 | 22% | -5% | -9% | 8% | -10% | -7.6% | -14% | -2%
> CN(C)S(=O)(=O)N(CC(=O)NCCSCc1ccccc1)c1ccccc1
  -0.62 | 0.037 | -0.15 | 0.53 | 16% | -2% | 0% | 4% | 5% | -3.8% | 4% | 28%
> CCOC(=O)NC(=O)/C(C#N)=C\Nc1ccc(Cl)cc1Cl
  -0.81 | -0.26 | -0.057 | 1.3 | 0% | 2% | -9% | -2% | 2% | 0.3% | -3% | 4%

8 neighbouring entries already listed:
The line under a structure holds: Dynein transport | Dynein transport cytoplasmic EGFP | Dynein transport nuclear GR-EGFP | Dynein transport cell count | AID2073 | LYP phosphatase | human PMI inhibition | M17LAP inhibition | M1AAP inhibition | XIAP displacement | human PMI inhibitors | Siah-1 displacement
> Cc1ccc(Cl)c(OCC(=O)Nc2ccc3c(c2)OCCO3)c1
  -0.054 | -0.15 | -0.13 | 0.049 | 6% | 0% | 9% | -17% | 2% | -2.5% | 8% | -1%
> Cc1c(C)[n+](=O)c2c(n1[O-])CCCCC2
  0.84 | -0.28 | -0.38 | 1.3 | -2% | 2% | 4% | 3% | -4% | -5.5% | 8% | 1%
> COC(=O)C1=NN(c2ccccc2OC)C2C(=O)N(c3ccccc3OC)C(=O)C12 (stereo unspecified)
  -0.56 | -0.25 | -0.32 | 0.72 | 2% | -7% | 13% | 2% | 4% | -4.4% | -1% | 2%
> COc1cc(S(=O)(=O)n2cnc(C)c2)ccc1Cl
  -0.35 | -0.087 | -0.3 | 0.8 | 2% | -3% | -1% | -12% | 1% | -6.3% | -5% | 2%
> COc1cccc2c1OC1(CCN(C(C)C)CC1)N1N=C(c3cccnc3)CC21 (stereo unspecified)
  -1.5 | -0.19 | -0.75 | 1.4 | 1% | -12% | . | -1% | 6% | . | . | -6%
> COc1ccc(NC2C=CS(=O)(=O)C2)cc1 (stereo unspecified)
  -1.3 | 0.21 | -0.39 | -0.24 | -2% | -1% | 9% | 15% | 14% | -5.6% | 5% | 5%
> Cc1ccc(OCC(=O)N2CCN(S(=O)(=O)c3ccccc3[N+](=O)[O-])CC2)cc1
  0.88 | -0.28 | 0.89 | -0.41 | 2% | -2% | 9% | 9% | 10% | -4.6% | 14% | 7%
> CCn1c(=O)c(-c2nc3ccccc3[nH]2)c(O)c2ccccc21
  0.3 | -0.28 | 0.18 | 0.22 | 22% | -5% | -9% | 8% | -10% | -7.6% | -14% | -2%

Other structures follow.
canonical_smiles	Dynein transport	Dynein transport cytoplasmic EGFP	Dynein transport nuclear GR-EGFP	Dynein transport cell count	AID2073	LYP phosphatase	human PMI inhibition	M17LAP inhibition	M1AAP inhibition	XIAP displacement	human PMI inhibitors	Siah-1 displacement
CCc1ccccc1NC(=O)c1cccc(NC(=O)/C=C/c2ccco2)c1	0.57	0.01	0.59	-1.4	9%	2%	8%	-3%	7%	-2.7%	-4%	-5%
COCCCn1c(SCC(=O)O)nc2cc(OC)c(OC)cc2c1=N	-0.36	-0.3	-0.07	0.25	7%	-6%	3%	1%	5%	-3.0%	2%	0%
CC(C)(O)/C=C1/Oc2ccccc2C1N1CCCCC1 (stereo unspecified)	-0.62	-0.076	-0.41	0.33	-8%	-6%	4%	-13%	11%	-6.3%	9%	1%
CC1CCC(C(=O)NNC(=O)c2cc(-c3ccco3)[nH]n2)CC1 (stereo unspecified)	-1.3	-0.27	-0.017	1.6	1%	-8%	-10%	-1%	15%	-5.3%	0%	1%
CCCCN(C)C(=O)c1c[nH]c2ccc(S(=O)(=O)N3CCOCC3)cc2c1=O	-0.69	-0.22	-0.064	1.2	25%	-3%	-13%	-32%	-2%	-6.1%	-13%	1%
Cc1ccc(Oc2nc3ccccn3c(=O)c2/C=C(\C#N)C(=O)NC2CCS(=O)(=O)C2)cc1 (stereo unspecified)	-0.07	-0.14	0.14	-0.15	2%	-7%	.	9%	10%	.	.	-2%
CC(C)(C)c1nnc2sc(SCC(=O)c3cccs3)nn2c1=O	-1	-0.05	-0.11	0.56	-12%	-3%	-25%	14%	5%	-5.9%	-37%	-1%
O=C(NNC(=S)Nc1ccc(F)c(Cl)c1)C1CC1	-0.31	-0.23	0.0027	0.1	-7%	-7%	2%	5%	-19%	-2.4%	-5%	2%
COc1cc(OC)cc(C(=O)Nn2cc(C(=O)N3CCN(C)CC3)c3ccccc3c2=O)c1	0.14	-0.45	-0.1	0.58	-1%	-8%	3%	9%	-1%	-5.1%	2%	3%
CN(C)CCCNCCCNC(=O)/C(=N\O)c1ccccc1	-0.13	-0.19	0.38	0.2	-11%	-5%	.	12%	9%	.	.	10%
Cc1cc(C(=O)NCc2cccs2)n(-c2ccccc2)n1	0.51	-0.24	0.45	-0.012	-2%	-9%	-3%	-1%	6%	-1.8%	2%	3%
COc1ccc(OCCCC(=O)NC(C)c2ccccc2)cc1 (stereo unspecified)	0.41	-0.23	0.036	0.44	-8%	-6%	0%	6%	1%	-7.0%	2%	-4%
CCC(CC)C(=O)N1c2ccc(F)cc2CCC1C (stereo unspecified)	-0.0011	-0.25	0.18	0.61	-2%	-9%	-11%	-14%	-9%	-12%	-2%	-1%
O=C(Nc1nc2ccccc2s1)c1cc(-c2ccco2)nc2ccccc12	-0.064	-0.19	-0.073	0.45	39%	8%	-1%	8%	2%	-8.5%	-16%	2%
COc1ccc(C2=NOC(C(=O)N3CCN(c4ccccc4OC)CC3)C2)cc1 (stereo unspecified)	1.2	-0.072	1.1	-1.1	12%	-4%	6%	2%	11%	-3.7%	7%	-2%
COc1ccc(-c2cnnc(N/N=C/c3c(C)nn(-c4ccccc4)c3Cl)n2)cc1	0.49	-0.29	-0.084	-0.31	9%	-4%	17%	-6%	-2%	-4.4%	9%	-6%
Cc1nc2nc(C)c(CCC(=O)N3CCN(c4ccccn4)CC3)c(C)n2n1	-0.55	-0.2	-0.16	0.4	1%	-9%	2%	2%	2%	-1.1%	-2%	26%
Cc1ccc(N2C(=O)CC(C3CCCO3)C2=O)cc1 (stereo unspecified)	-0.28	-0.23	-0.15	0.15	14%	2%	-4%	-7%	-6%	-5.8%	-5%	0%
CCCc1cc(C(=O)NNC(=S)NCc2ccccc2)cs1	0.64	-0.16	0.8	0.36	2%	4%	-8%	-18%	-11%	-7.5%	-6%	4%
O=C(CN(c1ccc(Br)cc1)S(=O)(=O)c1ccc(Cl)c([N+](=O)[O-])c1)NCCc1ccccc1	0.029	-0.26	0.23	0.61	4%	-3%	0%	0%	2%	0.7%	-4%	-4%
Cc1cccc(C)c1C(OCCN(C)C)C1CCCCC1 (stereo unspecified)	-0.7	-0.23	-0.52	-0.13	-1%	-8%	-14%	12%	7%	24%	-2%	7%
